Assay outcomes: PubChem, several laboratories
SF-1 act: activators of human nuclear receptor SF-1 | Q13285 | CHO-K1 Gal4-SF-1 LBD luciferase reporter; % increase over DMSO SF-1-specific signal | activation, % at 10 µM | 65,000 tested, 1.9% active;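 active = activation above the mean activation of all tested compounds plus 3 SD, cut at about 50% in these data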
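Test system: transient Gal4-SF-1 LBD reporter, CHO-K1; Amount: 4,000 CHO-K1 cells per well; Doses: 10 µM only; Timing: compound exposure 20 h at 37 °C; Signal: luciferase light emission; Read-out basis: percent activation relative to DMSO median and mock-transfected background; Control set: DMSO negative control and −SF1 background wells; Replicates: one test per compound.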
HTR1A agonist: agonists of human 5-HT1a serotonin receptor | P08908 | activation, % at 10 µM | 65,000 tested, 0.56% active | AID 567 | CHO 5-HT1a Ga15 NFAT-bla reporter, FRET ratio; 0% basal, 100% maximal reference agonist;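 active = activation above the screen-wide mean activation plus 3 SD, cut at about 19% in these data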;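 note: 0% = DMSO wells and 100% = 5-CT at EC100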
Target sequence (P08908 whole entry, looked up): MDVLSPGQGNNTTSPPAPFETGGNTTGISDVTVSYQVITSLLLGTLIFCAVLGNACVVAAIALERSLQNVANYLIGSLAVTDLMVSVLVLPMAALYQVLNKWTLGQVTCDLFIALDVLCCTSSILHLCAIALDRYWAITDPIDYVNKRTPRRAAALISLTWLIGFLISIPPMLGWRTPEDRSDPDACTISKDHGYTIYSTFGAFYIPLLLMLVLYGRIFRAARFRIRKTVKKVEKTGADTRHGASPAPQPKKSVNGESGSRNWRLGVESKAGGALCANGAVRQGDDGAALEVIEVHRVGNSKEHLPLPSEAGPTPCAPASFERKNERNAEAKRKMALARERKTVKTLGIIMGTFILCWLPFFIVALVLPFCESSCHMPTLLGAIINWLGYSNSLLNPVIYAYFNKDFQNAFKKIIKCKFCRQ
RORA act: RORA (human) activation; 65,000 tested, 1.5% active; CHO-K1 Gal4-RORA LBD luciferase reporter, luminescence; percent increase over mock-subtracted basal signal; activation, % at 10 µM; P35398;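 active = activation above the mean of all tested compounds plus 3 SD, cut at about 49% in these data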;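 note: 0% = DMSO-treated RORA cells and 100% = added signal equal to DMSO minus mock-transfected cells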
Ecoli tolC: E. coli tolC mutant growth inhibition; E. coli BW25113 tolC mutant growth, OD615; growth inhibition, % at 10 µM (by protocol); 65,000 tested, 2.2% active; AID 573;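 active = growth inhibition at or above a cutoff equal to the mean over every tested compound plus 3 SD, cut at about 60% in these data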;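 note: growth measured after 20 h incubation at 37 °C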
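Doses: one dose of 10 µM final / Material: E. coli BW25113 ΔtolC::kan, tolC deletion mutant strain / Buffer or medium: LB with kanamycin 50 µg/mL / Evaluation: percent growth inhibition / Detection: optical density read at 615 nm / Incubation: 37 °C, 20 h exposure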
5-HT1A blocker: antagonists of human 5-HT1a serotonin receptor | 62,000 tested, 0.68% active | inhibition, % at 10 µM | P08908 | CHO 5-HT1a Ga15 NFAT-bla reporter, antagonist mode | AID 612;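 active = inhibition above the mean of all tested compounds plus 3 SD, cut at about 43% in these data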;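 note: receptor stimulated by 5-CT agonist at 100 nM near EC80; beta-lactamase reporter measured by ratiometric fluorescence of a cleavable substrate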
MMP-13 inhibitor: MMP13 (human) collagenase inhibition. P45452. MMP-13 fTHP FRET cleavage, Mca fluorescence. inhibition, % at 4 µM. 65,000 tested, 0.07% active;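 active = inhibition above the mean of compound-free control plate wells plus 3 SD, cut at about 14% in these data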;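 note: 0% = DMSO wells and 100% = wells with reference MMP-13 inhibitor after basal subtraction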
5HT1E ag: agonists of human 5-HT1E serotonin receptor; P28566; CHO 5-HT1E Ga15 NFAT-bla reporter, FRET; 0% DMSO wells, 100% control agonist wells; activation, % at 6 µM; 65,000 tested, 0.69% active; AID 574;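 active = activation above a set limit, the screen-wide mean activation plus 3 SD, cut at about 8.5% in these data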;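 note: 100% = positive control agonist at 1 µM giving full maximal response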
Target sequence (P28566 whole entry, looked up): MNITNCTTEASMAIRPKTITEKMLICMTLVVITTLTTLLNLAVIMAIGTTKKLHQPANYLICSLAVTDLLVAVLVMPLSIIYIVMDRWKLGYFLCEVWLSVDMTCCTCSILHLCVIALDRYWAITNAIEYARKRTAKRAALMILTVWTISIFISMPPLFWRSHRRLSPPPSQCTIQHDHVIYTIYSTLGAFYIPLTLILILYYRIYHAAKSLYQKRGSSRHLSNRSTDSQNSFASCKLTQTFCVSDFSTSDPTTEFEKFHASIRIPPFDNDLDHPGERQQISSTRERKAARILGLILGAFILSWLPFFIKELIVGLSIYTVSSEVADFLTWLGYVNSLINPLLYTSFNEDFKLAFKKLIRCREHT
NADH coupling: inhibition of NAD/NADH coupling enzymes, library profiling; coupled PK/LDH NADH assays, four targets; IC50, µM (doses to about 10 µM), without a hit: at the top dose inhibition; 65,000 tested, 0.02% active; AID 774;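 active = single-dose screening hits from any of four coupled enzyme assays that gave an IC50 when retested across doses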;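 note: the DPM-DC format reads NADH fluorescence rather than 340 nm absorbance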
5HT1E antag: 5-HT1E (human) receptor antagonism. 65,000 tested, 0.99% active. AID 571. CHO 5-HT1E Ga15 NFAT-bla reporter, FRET, antagonist. P28566. inhibition, % at 6 µM;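 active = inhibition above a set limit, the mean inhibition across every tested compound plus 3 SD, cut at about 29% in these data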;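 note: signal is the 460 over 535 nm emission ratio of beta-lactamase substrate; 0% = agonist plus DMSO wells and 100% = wells without agonist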
* hit, by the source's call; nt = not tested or not shown; [ ] = another dose, or the depositor's remark.

SMILES	SF-1 act	HTR1A agonist	RORA act	Ecoli tolC	5-HT1A blocker	MMP-13 inhibitor	5HT1E ag	NADH coupling	5HT1E antag
CC(=O)NCCc1cc2ccc(C)cc2[nH]c1=O	-2	-4.6	-19	-22	8	-5	-0.2	5%	-1
COc1ccc(C2C(=O)N(C3CCCCCC3)CC(=O)N2Cc2ccccc2)cc1OC (centres undefined)	-3	-0.1	-4	2	-9	-2	-0.9	4%	3
N=c1c(C(=O)NCc2ccc(F)cc2)cc2c(=O)n3ccccc3nc2n1CCCN1CCOCC1	-3	31*	-13	-2	-9	-232[fluorescence artefact?]	3.9	2%[fluoresces]	-5
Cc1cc(Nc2ccc(C)c(F)c2)n2ncnc2n1	2	0.0	-5	-17	-4	1	-0.7	3%	2
COc1ccc(S(=O)(=O)N2CCN(C(=O)CCC3CCCC3)CC2)cc1	31	-1.0	-1	12	7	5	-0.5	7%	7
c1ccc(OCCCn2nnc(-c3ccncc3)n2)cc1	20	-0.4	-23	-7	-2	-4	-0.2	6%	-2
Cn1c(=O)[nH]c(=O)c2c1nc(N1CCN(Cc3ccccc3)CC1)n2CCCc1ccccc1	2	0.9	13	1	-24	-1	-0.1	6%	-3
CCOC(=O)c1cc(-c2cc3ccccc3o2)n[nH]1	-5	-3.5	-17	1	-6	-18	8.6	4%	-6
CCOc1cc2[nH]c(=O)n(CCCCC(=O)NC3CCCCC3)c(=O)c2cc1OCC	-2	-2.6	28	18	-10	-5	0.1	5%	1
CCSC1(SCC)N=C(N)C2(C#N)C(c3ccccc3)NC3=C(CCC3)C12C#N (centres undefined)	-24	-2.5	-24	-18	27	5	-0.3	9%	6
COc1cc2c(cc1OC)C1=C(C#N)COCN1CC2	17	0.1	8	-4	-14	-17	-0.9	3%	23
CCOc1cc(N2CCOCC2)c(OCC)cc1NC(=O)CSc1cccc[n+]1[O-]	8	-2.5	15	2	-9	1	-1.0	4%	-6
CC(=O)Nc1nc2c(c3c1c(=O)oc1ccccc13)CCCC2	-16	-8.2	-8	-9	-2	-5	0.0	1%	6
N#CCC(=O)NCC1(c2ccccc2)CCCC1	5	-4.5	1	-11	-5	1	0.1	5%	2
O=C(Cn1c(NCCO)nc2ccccc21)c1ccccc1	2	-2.2	2	-9	-1	-1	-1.3	4%	-7
Cc1ccc2cccc(SCC(=O)NCc3ccco3)c2n1	-18	-0.2	-4	-7	-6	-35	1.1	8%[fluoresces]	-6
O=S(=O)(Nc1cnc2ccccc2c1)N1CCCCCC1	8	0.9	16	7	5	-7	-0.3	3%	18
Cc1ccnc(NS(=O)(=O)c2ccc(N=CC3=C(O)CC(C)(C)CC3=O)cc2)n1	-8	-1.6	-13	-31	12	-15	-0.4	5%	5
CCS(=O)(=O)NCc1csc(C)n1	-6	0.1	-12	-11	-19	0	0.1	6%	-8
COc1ccccc1N1CCN(CC(O)c2ccc3cc[nH]c3c2)CC1 (centres undefined)	-18	6.2	-12	8	87*	-3	2.5	2%	21
CCOc1cccc2cc(C(=O)Nc3nccs3)c(=O)oc12	5	-1.6	-19	-5	-7	-2	-0.7	2%	1
CN(C)CCCOC(=O)CCc1ccccc1	-5	-1.3	9	-19	-5	3	3.6	3%	8
O=C1c2[nH]nc(-c3ccccc3O)c2C(c2cccc(Cl)c2)N1CC1CCCO1 (centres undefined)	18	-1.3	2	88*	11	-3	1.0	6%	-2
O=C1CSC(c2ccccc2)N1CC12CC3CC(CC(O)(C3)C1)C2 (centres undefined)	-7	1.4	24	10	2	-1	0.9	6%	-7
COc1ccc(CCN(Cc2nc3ccccc3c(=O)[nH]2)C(=O)c2ccco2)cc1	-6	1.8	5	6	1	0	1.4	3%	9
CCn1cc(C(=O)N2CCc3ccccc32)c(=O)c2cc(S(=O)(=O)N3CCOCC3)ccc21	-1	-1.4	-2	-11	-5	4	-0.3	2%	-5
Cc1ccc(/C(O)=C2\C(=O)C(=O)N(c3cc(C)on3)C2c2cccc(Br)c2)cc1 (centres undefined)	11	-3.1	0	65*	1	7	-1.0	6%	2
O=C1c2ccccc2C(O)N1Cc1ccccc1 (centres undefined)	-7	-1.8	-9	11	1	7	0.3	6%	-2
CC(=O)Nc1ccc(S(=O)(=O)NCCSCc2ccco2)cc1	-7	1.2	2	0	5	6	-0.6	7%	2
Cc1cccc(C)c1NC(=O)CSCCO	3	-2.5	18	-11	3	-6	1.0	8%	0
C=CCOc1nc2c(c(=O)n(C)c(=O)n2C)n1Cc1ccc(Cl)cc1Cl	-35	3.1	-64	12	nt	8	0.1	8%	-12
Cc1ccc(Cn2nnc3c(=O)n(CC(=O)c4ccccc4)cnc32)cc1	21	-3.0	-18	2	-6	13	-0.5	3%	-7
Clc1ccc2nc(CN3CCCc4ccccc43)cn2c1	6	-2.2	13	61*	4	5	-0.9	2%	9
Cc1cc(NS(=O)(=O)c2ccc(OCCNS(C)(=O)=O)cc2)no1	-2	-0.6	23	-14	-5	0	-0.6	8%	-6
O=C(c1cc(-c2ccc(Cl)c(Cl)c2)on1)N1CCCCC1	43	0.5	92*	-7	16	-1	-1.1	5%	-7
COC(=O)c1c(F)c(F)c(NCCO)c(F)c1F	4	-1.1	-12	-3	0	4	1.6	2%	-9
CCOC(=O)CSC1=NC(=O)CS1	13	-1.5	3	-1	11	1	-0.4	4%	-17
CCOC(=O)c1sc(NC(=O)c2cccs2)cc1C	27	-4.2	26	11	26	-21	-1.3	6%	8
O=c1c2ccccc2nnn1CSc1nnc(-c2cccs2)n1Cc1ccccc1	4	0.2	-4	20	20	-2	-0.7	31%	-4
COc1ccc(OCC(O)CNC(=O)c2ccc(Br)cc2)cc1 (centres undefined)	-19	-0.3	10	1	-2	5	0.9	8%	-4
COC(=O)c1ccsc1NC(=O)CN1CCN(c2ccc(F)cc2)CC1	9	0.0	16	70*	1	4	0.0	2%	-6
COC(=O)CC(=O)CSc1nc(C)cc(C)c1C#N	2	0.3	-12	-3	1	-47	-0.4	5%[fluoresces]	-2
CCN1CCN(c2nc(C)nc3c2sc(=S)n3C)CC1	-8	0.4	-24	9	4	4	0.1	3%	-2
CCc1nc(SCc2cccnc2)c(C#N)cc1C	-8	1.9	-14	12	nt	4	-0.1	4%	-1
CCCc1cc(N2CCCC(C(=O)NCc3ccc4c(c3)OCO4)C2)n2ncnc2n1 (centres undefined)	-2	0.7	5	6	1	7	-0.2	0%	7
CCNc1cc2n(c(=O)n1)CCc1cc(OC)c(OC)cc1-2	-7	0.9	-18	-1	6	-27	0.7	6%	9
c1ccc(CCNC2=NCCCS2)cc1	-1	-0.2	3	-11	2	4	0.6	4%	-5
COC(=O)C1=C(C)N(C2CCCC2)C(=O)C1(NC(C)=O)C(F)(F)F (centres undefined)	16	-7.4	-17	-9	-6	4	-0.7	0%	-7
CC(=O)NCCc1ccc(S(=O)(=O)N(C)C2CCS(=O)(=O)C2)cc1 (centres undefined)	-12	0.1	-3	6	0	1	-1.3	5%	-9
CCOC(=O)c1c(NC(=O)CSc2nnc(CNc3ccc(F)cc3)o2)sc(C(C)=O)c1C	5	1.3	10	27	-9	-2	-0.1	8%	-5
CCc1ccc(C2CC(=O)N3CN(c4ccccc4)CSC3=C2C#N)cc1 (centres undefined)	38	0.2	10	3	15	3	1.3	2%	-7
CC(=O)N1CCN(c2cccc(C)c2C)CC1	-13	-4.8	-26	-7	-5	4	0.3	1%	0
CCOC(=O)c1ccc(NC(=O)CSC2=NC(=O)C(CC)C(=O)N2)cc1 (centres undefined)	15	-0.9	-16	4	6	2	0.6	3%	-7
Cc1ccc(S(=O)(=O)NC2=NCCC2)cc1	-14	-4.8	0	-10	3	-2	-0.2	10%	11
CCSc1nnc(NC(=O)CN(C)S(=O)(=O)c2ccc(F)cc2)s1	-8	-2.5	-16	23	-4	-1	-0.5	14%	-9
CCc1nn(C(C)C(=O)Nc2cccc(C)c2C)c(=O)c2cc3occc3n12 (centres undefined)	-11	0.0	0	16	9	-2	0.0	6%	0
CC(C)C(C(=O)C=[N+]=[N-])N1C(=O)c2ccccc2C1=O (centres undefined)	-13	-1.3	15	-19	14	3	0.0	4%	5
N#CC1=C2SCN(c3ccc(F)cc3)CN2C(=O)CC1c1cccc(F)c1 (centres undefined)	20	-2.2	15	-6	-1	0	0.7	4%	1
CCOc1ccc2nc3sc(C(=O)N4CCN(C)CC4)c(N)c3cc2c1	-2	0.6	-1	1	8	-20	1.5	6%	-9
COc1cc(-c2nnc(COC(=O)C3c4ccccc4Oc4ccccc43)o2)cc(OC)c1OC	-13	-4.1	-3	27	-5	1	-0.6	3%	2
CN(C)S(=O)(=O)c1ccc(NS(=O)(=O)/C=C/c2ccccc2)cc1	-12	-1.4	-4	12	10	6	0.2	3%	5
O=C(NCCCNC(=O)c1ccco1)c1ccco1	0	-0.1	0	-14	-14	3	1.5	8%	-5
O=S(=O)(c1ccc2c(c1)OCCO2)N1CCC(c2nc3ccc(Cl)cc3[nH]2)CC1	-4	5.2	-10	38	-13	0	0.3	5%	-11
